BioA inh: BioA (M. tuberculosis) enzyme inhibition; purified M. tuberculosis BioA enzyme, plate reader; inhibition, % at 9.99 µM; 360,000 compounds, 0.096% hits; in the data active means inhibition above about 40%
* marks the source's active call; other numbers are inactive results.

Start of the listing, in advance:
SMILES,BioA inh
C[C@H]1CN([C@@H](C)CO)C(=O)c2cc(NC(=O)Nc3ccc(F)cc3)ccc2O[C@@H]1CN(C)C(=O)Nc1ccccc1,1.8
CNC[C@H]1Oc2cc(C#CC3(O)CCCC3)ccc2S(=O)(=O)N([C@H](C)CO)C[C@@H]1C,2.6

The whole of this part, from the first entry:
SMILES,BioA inh
C[C@H]1CN([C@@H](C)CO)C(=O)c2cc(NC(=O)Nc3ccc(F)cc3)ccc2O[C@@H]1CN(C)C(=O)Nc1ccccc1,1.8
CNC[C@H]1Oc2cc(C#CC3(O)CCCC3)ccc2S(=O)(=O)N([C@H](C)CO)C[C@@H]1C,2.6
CN(C)CC(=O)Nc1ccc2c(c1)[C@H]1C[C@@H](CC(=O)NCc3cccc(F)c3)O[C@H](CO)[C@H]1O2,-1.1
CNC[C@@H]1Oc2ccc(NS(=O)(=O)c3ccc(Cl)cc3)cc2C(=O)N([C@H](C)CO)C[C@H]1C,-2.5
CCC(=O)N(C)C[C@H]1Oc2cc(-c3ccccc3OC)ccc2S(=O)(=O)N([C@@H](C)CO)C[C@@H]1C,1.7
CN(C)CCCNC(=O)C[C@H]1C=C[C@@H](NC(=O)Cc2cccnc2)[C@@H](CO)O1,-3.6
Cc1ccc(S(=O)(=O)Nc2ccc3c(c2)C(=O)N([C@H](C)CO)C[C@H](C)[C@H](CN(C)S(=O)(=O)c2c(C)noc2C)OCCCC[C@@H](C)O3)cc1,1.0
CNC(=O)C[C@H]1CC[C@@H]2[C@H](COC[C@H](O)CN2Cc2ccc(Cl)c(Cl)c2)O1,0.9
CCCC(=O)Nc1ccc2c(c1)C(=O)N(C)[C@H]1CC[C@@H](CC(=O)NCc3ccccc3Cl)O[C@@H]1CO2,3.9
C[C@@H]1CCCCO[C@@H](CN(C)C(=O)Cc2ccccc2)[C@@H](C)CN([C@H](C)CO)C(=O)c2cc(NS(C)(=O)=O)ccc2O1,1.4
C[C@@H]1CN([C@H](C)CO)C(=O)c2cccc(NS(=O)(=O)c3ccccc3)c2O[C@H]1CN(C)C(=O)Nc1ccc(F)cc1,-0.1
C[C@H](CO)N1C[C@H](C)[C@H](CN(C)C(=O)CCC(F)(F)F)OCc2cn(nn2)CCCC1=O,-3.2
C[C@@H]1CN([C@@H](C)CO)C(=O)c2cc(NS(=O)(=O)c3ccc(Cl)cc3)ccc2O[C@@H](C)CCCCO[C@@H]1CN(C)S(=O)(=O)c1ccccc1,-1.6
CCCN1C[C@H](C)[C@H](OC)CN(C)C(=O)c2ccc(NC(=O)Nc3cccc(F)c3)cc2OC[C@@H]1C,6.0
CO[C@@H]1CN(C)C(=O)c2ccc(NC(=O)Nc3cc(Cl)cc(Cl)c3)cc2OC[C@H](C)NC[C@@H]1C,-1.2
C[C@@H]1CN([C@@H](C)CO)C(=O)Cc2cc(NC(=O)CCCN(C)C)ccc2O[C@@H]1CN(C)S(=O)(=O)c1ccc(F)cc1,-1.2
COc1ccc(NC(=O)Nc2cccc3c2O[C@H](CN(C)C(=O)Nc2ccc(OC)cc2)[C@@H](C)CN([C@@H](C)CO)C3=O)cc1,0.1
C[C@@H]1CN([C@@H](C)CO)C(=O)c2cccc(NC(=O)c3nc4ccccc4s3)c2O[C@H]1CN(C)S(=O)(=O)c1ccccc1,-3.2
O=S(=O)(c1cccs1)N1CCCCN2[C@H](C1)[C@H](c1ccc(-c3ccccc3)cc1)[C@@H]2CO,4.2
COc1cccc(C#Cc2ccc3c(c2)[C@@H]2[C@@H](CCN2C(=O)c2ccc(F)cc2)[C@@H](CO)N3)c1,-1.8

Part of the list above in order of SMILES length, largest number first.
SMILES,BioA inh
C[C@@H]1CCCCO[C@@H](CN(C)C(=O)Cc2ccccc2)[C@@H](C)CN([C@H](C)CO)C(=O)c2cc(NS(C)(=O)=O)ccc2O1,1.4
COc1ccc(NC(=O)Nc2cccc3c2O[C@H](CN(C)C(=O)Nc2ccc(OC)cc2)[C@@H](C)CN([C@@H](C)CO)C3=O)cc1,0.1
C[C@@H]1CN([C@@H](C)CO)C(=O)c2cccc(NC(=O)c3nc4ccccc4s3)c2O[C@H]1CN(C)S(=O)(=O)c1ccccc1,-3.2
C[C@@H]1CN([C@H](C)CO)C(=O)c2cccc(NS(=O)(=O)c3ccccc3)c2O[C@H]1CN(C)C(=O)Nc1ccc(F)cc1,-0.1
C[C@H]1CN([C@@H](C)CO)C(=O)c2cc(NC(=O)Nc3ccc(F)cc3)ccc2O[C@@H]1CN(C)C(=O)Nc1ccccc1,1.8
CCC(=O)N(C)C[C@H]1Oc2cc(-c3ccccc3OC)ccc2S(=O)(=O)N([C@@H](C)CO)C[C@@H]1C,1.7

Next part
SMILES,BioA inh
C[C@H](CO)N1C[C@H](C)[C@@H](CN(C)S(=O)(=O)c2cccs2)Oc2c(NC(=O)c3cnccn3)cccc2C1=O,-5.1
C[C@@H]1CCCCO[C@@H](CN(C)Cc2ccc3c(c2)OCO3)[C@H](C)CN([C@H](C)CO)C(=O)c2cc(N(C)C)ccc2O1,-1.4
Cc1ccc(S(=O)(=O)N[C@@H]2CC[C@H](CC(=O)N3CCN(c4ccccc4)CC3)O[C@H]2CO)cc1,0.3
O=C(C[C@H]1CC[C@H]2[C@@H](COC[C@@H](O)CN2Cc2ccncc2)O1)NCc1ccccc1Cl,-4.5
COc1ccc(S(=O)(=O)Nc2ccc3c(c2)OC[C@@H](C)N(C)C[C@@H](C)[C@H](OC)CN(C)C3=O)cc1,-15.6
COC(=O)C[C@@H]1CC[C@@H]2[C@@H](COc3ccc(NC(=O)c4ccc(C(F)(F)F)cc4)cc3C(=O)N2C)O1,-0.1
COc1ccc(C(=O)Nc2ccc3c(c2)C(=O)N(C)C[C@H](OC)[C@H](C)CN(C(C)=O)[C@H](C)CO3)cc1,-0.6
C[C@H]1CCCCO[C@@H](CN(C)S(=O)(=O)c2ccc(Cl)cc2)[C@@H](C)CN([C@@H](C)CO)C(=O)c2cc(NC(=O)NC3CCCCC3)ccc2O1,-1.0
COC(=O)[C@@H]1[C@@H](CO)[C@@H]2Cn3c(ccc(C4=CCCC4)c3=O)[C@@H]2N1C(=O)C1CCC1,-0.5
C[C@H]1CCCCO[C@@H](CN(C)Cc2ccc(C(F)(F)F)cc2)[C@@H](C)CN([C@@H](C)CO)C(=O)c2cc(NS(=O)(=O)c3ccc(Cl)cc3)ccc2O1,-0.5
C[C@@H]1CN([C@@H](C)CO)C(=O)Cc2cc(NS(=O)(=O)c3cccs3)ccc2O[C@H]1CN(C)Cc1ccc(C(=O)O)cc1,-1.7
O=C(C1CCC1)N1C[C@@H]2[C@H](c3ccccc31)[C@@H](CO)N2C(=O)Nc1cccc(F)c1,7.0
C[C@H]1CN([C@@H](C)CO)S(=O)(=O)c2ccc(C#CC3(O)CCCC3)cc2O[C@@H]1CN(C)C,-0.2
O=C(C[C@H]1C[C@H]2c3cc(NC(=O)NC4CCCC4)ccc3O[C@H]2[C@@H](CO)O1)NCc1ccccc1,0.5
C[C@@H]1CN([C@@H](C)CO)C(=O)c2cccc(NC(=O)c3ccc(-c4nccs4)cc3)c2O[C@@H]1CN(C)CC1CC1,-0.7
CCCN(C)C[C@@H]1Oc2cc(C#CC3CCCC3)ccc2S(=O)(=O)N([C@@H](C)CO)C[C@@H]1C,-0.7
COc1cccc(NC(=O)N[C@@H]2CC[C@H](CC(=O)NCc3ccncn3)O[C@@H]2CO)c1,1.4
O=C(C[C@@H]1CC[C@H]2[C@@H](COC[C@@H](O)CN2Cc2cc(F)ccc2F)O1)NCc1ccc(Cl)cc1,1.2
C[C@@H](NC(=O)[C@H]1[C@H](CO)[C@H]2Cn3c(ccc(C4=CCCCC4)c3=O)[C@@H]1N2)c1ccccc1,-0.3
C[C@H]1CCCCO[C@H](CN(C)C(=O)c2ccccc2)[C@@H](C)CN([C@@H](C)CO)C(=O)c2cc(N(C)C)ccc2O1,0.1
Cc1ccc(S(=O)(=O)NCC[C@@H]2CC[C@@H](NC(=O)Nc3ccccc3F)[C@H](CO)O2)cc1,10.9
CCCNC(=O)Nc1ccc2c(c1)OC[C@H](C)NC[C@@H](C)[C@H](OC)CN(C)C2=O,-1.2
COc1ccccc1CNC(=O)C[C@H]1C=C[C@H](NC(=O)CN(C)C)[C@H](CO)O1,-0.8
Cc1noc(C)c1S(=O)(=O)Nc1ccc2c(c1)CC(=O)N([C@@H](C)CO)C[C@H](C)[C@H](CN(C)S(=O)(=O)c1c(C)noc1C)O2,-1.1
CC(C)NC(=O)Nc1ccc2c(c1)C(=O)N([C@H](C)CO)C[C@H](C)[C@H](CN(C)C(=O)Nc1ccc(F)cc1)O2,-0.8
Cc1ccc(S(=O)(=O)N(C)C[C@@H]2OCCCC[C@H](C)Oc3ccc(NC(=O)C4CCCCC4)cc3C(=O)N([C@@H](C)CO)C[C@@H]2C)cc1,-4.2
O=C(O)C[C@@H]1CC[C@@H](NC(=O)c2ccncc2)[C@@H](CO)O1,-3.1
Cc1noc(C)c1S(=O)(=O)Nc1ccc2c(c1)C(=O)N([C@@H](C)CO)C[C@@H](C)[C@H](CN(C)S(=O)(=O)c1ccc(Cl)cc1)OCCCC[C@H](C)O2,-1.1
Cc1ccc(S(=O)(=O)Nc2ccc3c(c2)C(=O)N([C@@H](C)CO)C[C@@H](C)[C@H](CN(C)CC2CCCCC2)OCCCC[C@H](C)O3)cc1,-1.2
C[C@H]1CN([C@@H](C)CO)S(=O)(=O)c2ccc(C3=CCCCC3)cc2O[C@H]1CN(C)C(=O)C1CCOCC1,-2.6
CC(C)NC(=O)Nc1ccc2c(c1)C(=O)N([C@H](C)CO)C[C@H](C)[C@H](CN(C)Cc1ccc3c(c1)OCO3)O2,-2.1
COc1ccc(S(=O)(=O)N[C@@H]2CC[C@@H](CC(=O)NCc3ccccc3F)O[C@@H]2CO)cc1,3.1
C[C@H]1CCCCO[C@H](CN(C)C(=O)Nc2ccc(C(F)(F)F)cc2)[C@@H](C)CN([C@@H](C)CO)C(=O)c2cc(NC(=O)c3ccncc3)ccc2O1,-2.6
CCN1[C@@H]2c3ccc(-c4ccccc4OC)c(=O)n3C[C@@H]2[C@@H](CO)[C@@H]1C(=O)NCc1ccc(F)cc1,-6.5
C[C@@H]1CN([C@@H](C)CO)C(=O)c2cc(NC(=O)NC3CCCCC3)ccc2O[C@H]1CN(C)C(=O)NC1CCCCC1,0.5
COc1ccccc1CNC(=O)C[C@H]1C[C@@H]2c3cc(NC(=O)Nc4ccc(C(F)(F)F)cc4)ccc3O[C@@H]2[C@@H](CO)O1,1.5
COc1ccc(NC(=O)Nc2ccc3c(c2)C(=O)N([C@H](C)CO)C[C@@H](C)[C@@H](CN(C)C(=O)Nc2ccc(C(F)(F)F)cc2)O3)cc1,-0.2
C[C@H](CO)N1C[C@H](C)[C@@H](CN(C)C(=O)Nc2ccc(C(F)(F)F)cc2)Oc2c(NC(=O)C3CC3)cccc2C1=O,5.8
CN(C)CCCNC(=O)C[C@H]1CC[C@@H]2[C@@H](COc3ccc(NC(=O)c4ccccc4F)cc3C(=O)N2C)O1,3.3
COc1ccc(NC(=O)Nc2ccc3c(c2)C(=O)N([C@H](C)CO)C[C@@H](C)[C@@H](CN(C)Cc2ccncc2)OCCCC[C@@H](C)O3)cc1,1.3
C[C@@H]1CN([C@H](C)CO)C(=O)c2cc(C3=CCCC3)cnc2O[C@H]1CN(C)C(=O)c1ccc(F)cc1,-1.3
CO[C@H]1CC[C@@H]2CCN(C)C(=O)[C@H](C)CN(C)C(=O)c3cc(C#N)ccc3OC[C@H]1O2,0.0
O=C(C[C@H]1C=C[C@H](NC(=O)NC2CCCCC2)[C@@H](CO)O1)NCc1ccccc1,-4.0
O=S(=O)(c1ccc(F)cc1)N1CC[C@@H]2[C@H](CO)Nc3ccc(-c4ccccc4F)cc3[C@@H]21,-1.2
CC(C)NC(=O)N1CCCCN2[C@H](CO)[C@@H](c3ccc(C#CC4CC4)cc3)[C@H]2C1,-0.6
C[C@@H]1CCCCO[C@H](CN(C)C(=O)C2CCCCC2)[C@H](C)CN([C@@H](C)CO)C(=O)c2cc(NC(=O)Nc3ccc(F)cc3)ccc2O1,0.4
CC(=O)N(C)C[C@H]1OCc2ccccc2-c2c(n(C)c3ccccc23)C(=O)N([C@@H](C)CO)C[C@H]1C,-0.7
C[C@@H]1CN([C@@H](C)CO)C(=O)c2cc(C#Cc3ccncc3)cnc2O[C@@H]1CN(C)CC1CCOCC1,2.5
COc1ccc(NC(=O)Nc2ccc3c(c2)CC(=O)N([C@@H](C)CO)C[C@@H](C)[C@@H](CN(C)C(=O)NC2CCCCC2)O3)cc1,-0.6
COc1ccc(S(=O)(=O)Nc2ccc3c(c2)C(=O)N([C@H](C)CO)C[C@@H](C)[C@@H](CN(C)C)OCCCC[C@H](C)O3)cc1,-1.0
CO[C@H](CN(C)C(=O)Nc1ccc(C(F)(F)F)cc1)[C@H](C)CN(Cc1ccccc1Cl)[C@H](C)CO,-2.2
CCC(=O)N1[C@H](C(=O)Nc2ccccc2)[C@@H](CO)[C@@H]2Cn3c(ccc(C4=CCCC4)c3=O)[C@@H]21,2.0
CC(C)NC(=O)N(C)C[C@@H]1OCCCC[C@@H](C)Oc2ccc(NC(=O)Nc3cccc4ccccc34)cc2C(=O)N([C@H](C)CO)C[C@@H]1C,-6.8
CCCNC(=O)N1C[C@@H](O)COC[C@H]2O[C@@H](CC(=O)NCc3ccc(Cl)c(Cl)c3)CC[C@@H]21,0.5
O=C(N[C@H]1CC[C@@H](CC(=O)N2CCC(Cc3ccccc3)CC2)O[C@@H]1CO)c1cnccn1,-0.4
COC(=O)C[C@@H]1CC[C@@H]2[C@H](COc3ccc(NC(=O)Nc4cccc(Cl)c4)cc3C(=O)N2C)O1,3.3
C[C@@H]1CN([C@H](C)CO)C(=O)c2cc(NC(=O)Nc3cccc4ccccc34)ccc2O[C@H]1CN(C)S(=O)(=O)c1cccs1,-1.2
CCNC(=O)C[C@@H]1CC[C@@H]2[C@@H](COc3ccc(NC(=O)Cc4ccccc4)cc3C(=O)N2C)O1,-1.7
C[C@@H]1CN([C@H](C)CO)C(=O)c2cccc(NC(=O)NC3CCCCC3)c2O[C@@H]1CN(C)CC1CCCCC1,-1.3

Only part of the results is shown; rates above refer to the full screens.
